Compound activity: PubChem, National Center for Advancing Translational Sciences (NCATS)
EPAC2 ag: activates human EPAC2 exchange factor | EPAC2 activation, biochemical qHTS; response scale: 100% = 6.5 mM cAMP response | 0.079% of 360,000 active | Q8WZA2 | Potency, µM (titrated, usually from 154 µM), for inactives: at the top dose activation, usual class: activators; also: nearly all actives have a fitted effect of over 50% in size
Target sequence (Q8WZA2 whole entry, looked up): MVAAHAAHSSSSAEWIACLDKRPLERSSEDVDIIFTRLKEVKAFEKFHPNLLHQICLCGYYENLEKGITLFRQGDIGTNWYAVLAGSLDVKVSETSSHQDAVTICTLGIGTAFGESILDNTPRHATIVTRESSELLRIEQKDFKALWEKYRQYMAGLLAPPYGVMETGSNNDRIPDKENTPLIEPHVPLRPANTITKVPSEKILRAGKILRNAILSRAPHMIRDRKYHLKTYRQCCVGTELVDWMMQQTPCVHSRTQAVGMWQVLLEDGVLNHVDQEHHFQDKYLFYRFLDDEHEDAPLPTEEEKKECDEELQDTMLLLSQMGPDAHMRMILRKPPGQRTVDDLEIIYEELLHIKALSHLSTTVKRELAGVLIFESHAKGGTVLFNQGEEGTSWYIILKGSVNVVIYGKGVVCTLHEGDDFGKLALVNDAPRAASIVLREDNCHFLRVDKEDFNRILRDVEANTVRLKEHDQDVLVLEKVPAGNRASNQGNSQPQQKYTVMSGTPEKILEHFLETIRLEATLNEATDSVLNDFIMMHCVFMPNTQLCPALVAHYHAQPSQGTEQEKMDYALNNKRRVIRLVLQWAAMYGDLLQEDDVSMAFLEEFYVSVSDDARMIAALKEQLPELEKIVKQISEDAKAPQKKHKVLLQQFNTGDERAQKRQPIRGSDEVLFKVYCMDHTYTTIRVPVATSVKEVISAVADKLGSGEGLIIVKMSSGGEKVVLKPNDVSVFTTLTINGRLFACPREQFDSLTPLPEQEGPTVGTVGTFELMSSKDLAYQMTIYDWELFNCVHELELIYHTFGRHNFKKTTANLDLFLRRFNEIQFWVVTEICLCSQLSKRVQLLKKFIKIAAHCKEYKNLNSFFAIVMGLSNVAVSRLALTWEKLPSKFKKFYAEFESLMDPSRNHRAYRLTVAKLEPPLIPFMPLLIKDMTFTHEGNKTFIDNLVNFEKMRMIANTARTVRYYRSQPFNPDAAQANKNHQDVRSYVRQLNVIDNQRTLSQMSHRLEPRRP
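Exchange assay: 100 nM EPAC2 with 250 nM Rap1B-BODIPY-GDP and 50 uM GDP. Fluorescence (ex 480/em 540 nm) read every 5 min for 30 min at room temperature. Data normalized to 6.5 mM cAMP as agonist control.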
EPAC1 agonist: agonists of human EPAC1; O95398; EPAC1 agonist qHTS, biochemical assay; response scale: 100% = response to 6.5 mM cAMP; Potency, µM (titrated, usually from 154 µM), for inactives: at the highest dose activation, hits mostly activators; 0.073% of 360,000 active; AID 720707; also: nearly all actives have a fitted effect of over 60% in size
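Multi-concentration qHTS readout: loss of Rap1B-bound BODIPY-GDP fluorescence driven by 100 nM EPAC1 with excess GDP (50 uM), monitored kinetically at room temperature; agonist response expressed relative to 6.5 mM cAMP.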
EPAC2 antagonist: blocks human EPAC2 exchange factor; Q8WZA2; EPAC2 GEF exchange of Rap1B-BODIPY-GDP, fluorescence; Potency, µM (doses to about 114 µM), without a hit: at the top dose activity, negative = inhibition, usual class: inhibitors; 0.18% of 360,000 active; AID 720708; also: % is scaled to controls: 0 for no effect and ±100 for the full control effect; nearly all actives have a fitted effect of over 45% in size; many of its hits are not listed in these tables
PTHR1 ag: PTHR1 (human) receptor agonism | Q03431 | HEK293 GP2 PTHR1 cells, GloSensor cAMP luminescence, 1 h | Potency, µM (titrated, usually from 115 µM), for inactives: at the highest dose activation, most hits filed as activators | 0.075% of 410,000 active; also: nearly all actives have a fitted effect of over 55% in size; some results filed as inactive show a strong effect at the top dose; inactives centre near -15; many of its hits are not listed in these tables
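HEK-293-derived GP2 cells expressing PTHR1 and a GloSensor cAMP reporter, 3,000/well, plated overnight, given luciferin plus IBMX (each 0.5 mM as added) for 1 h at 37 °C, then compound for 1 h at 37 °C. Luminescence was read after 15 min at room temperature.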
EPAC1 antagonist: antagonists of human EPAC1; 0.14% of 360,000 active; EPAC1 GEF assay, Rap1b-BODIPY-GDP exchange fluorescence; AID 720709; Potency, µM (series often up to 115 µM), for inactives: at the top dose activity change, negative = inhibition, usual class: inhibitors;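 also: plate controls were vehicle for no effect and positive control for full effect; nearly all actives have a fitted effect of over 50% in size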
aSyn yeast inh: alpha-synuclein toxicity inhibition in yeast; Yeast expressing alpha-synuclein, growth rescue, BacTiter-Glo, 24 h; Potency, µM (series often up to 46.1 µM), inactives show at the top dose growth rescue (activation), most hits filed as activators; 0.14% of 370,000 active; also: % of control where 0% means no effect; nearly all actives have a fitted effect of over 65% in size
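Screening used galactose-induced yeast with toxic alpha-synuclein levels, exposed to compound for 24 hr at 30 deg C. Cell growth, read with BacTiter-Glo luminescence, gave the measured signal.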
FUS yeast rescue: FUS proteinopathy suppression in yeast; S. cerevisiae FUS-expressing, growth rescue, OD600, 24 h; Potency, µM (titrated, usually from 76.6 µM), for the others: at the highest dose growth rescue (activation), usual class: activators; 0.24% of 390,000 active; AID 1347120;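 also: plate controls were DMSO vehicle for no effect and reference control for full effect; nearly all actives have a fitted effect of over 55% in size; some results filed as inactive show a strong effect at the top dose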
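Yeast FUS proteinopathy model; galactose-induced FUS (2%), starting OD 0.005. Cpds in dilution series, 24hr, 30C, 99% humidity. Abs 600 nm growth. Pos ctrl CP55940 (top 92uM final); neg ctrl DMSO.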
TDP-43 yeast inh: inhibitors of TDP-43 toxicity in yeast | TDP-43 expressing yeast growth rescue, BacTiter-Glo, 24 h | Potency, µM (top dose mostly 46.1 µM), without a hit: at the top dose growth rescue (activation), hits mostly activators | 1.8% of 410,000 active | AID 652104; also: % of control where 0% means no effect; nearly all actives have a fitted effect of over 50% in size
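Growth rescue of TDP-43-toxic yeast measured as ATP luminescence (BacTiter-Glo). Cells grown to mid-log in raffinose, induced in galactose at OD600=0.02, exposed to compound 24 hr at 30 deg C.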
* marks the source's active call; other numbers are inactive results; i = inactive; ? = inconclusive; nt = not tested or not shown; [ ] = another dose, or the depositor's remark. Calls follow the shape of the dose curve; as a rule, active = well fitted curve in the direction sought with a large enough effect; inconclusive = small, poorly fitted or top-dose-only effect, or another doubt; inactive = no such curve, though single readings can be large; an effect the other way counts as inactive or inconclusive. Potency is read from the fitted curve at half-maximal effect. The list is partial; the hit share may differ from the screen's.

entry	SMILES	EPAC2 ag	EPAC1 agonist	EPAC2 antagonist	PTHR1 ag	EPAC1 antagonist	aSyn yeast inh	FUS yeast rescue	TDP-43 yeast inh
1	CC1=C(C(=O)NCc2ccccc2)C(c2cccnc2)n2ncnc2N1 (stereo not drawn)	1%	-6%	-2%[57.1 µM]	-2%[57.5 µM]	8%	-14%	-7%	-9%
2	COc1cc(OC)cc(C(=O)NCC(=O)N2CCN(Cc3ccccc3)CC2)c1	0%	-4%	8%	-19%	4%	0%	-2%	11%
3	Cc1occc1C(=O)/C(C#N)=C/c1ccc(O)c(Br)c1	-3%	-8%	-5%	-39%[inhibitor]	14%	-16%	-7%	0%
4	Cc1c(OC(C)C(=O)NCC(O)c2ccccc2)ccc2c3c(c(=O)oc12)CCC3 (stereo not drawn)	6%	-9%	3%	i	?	3%	24%	-1%
5	Cn1nccc1NC(=O)COCC(=O)O	13%	3%	0%	i	10%	2%	-5%	17%
6	CC(C)c1ccc(N2CC(C)(C)C2=O)cc1	-1%	-4%	-2%	-8%	8%	-3%	-27%	27%
7	COc1cccc(NC(=O)Cn2c(=O)n(CCC(=O)NC3CCN(Cc4ccccc4)CC3)c(=O)c3ccccc32)c1	6%	10%	4%	i	-19%	0%	5%	-13%
8	O=C(O)C1CCCCN1S(=O)(=O)c1cccc2nsnc12 (stereo not drawn)	-2%	-5%	17%	12%	-3%	-2%	nt	-28%
9	COc1cccc(N(C(=O)C2CSC(=O)C2)C(C(=O)NC(C)(C)C)c2ccncc2)c1 (stereo not drawn)	7%	5%	-4%	-8%	-9%	-1%	-31%	6%
10	Cc1nc2cc(NC(=O)Nc3cccc([N+](=O)[O-])c3)ccc2n1C	11%	8%	3%	-71%[inhibitor]	6%	-15%	33%	-7%
11	Cc1ccccc1Nc1nc(N)nc(CSc2nncn2C)n1	0%	11%	6%	i	-1%	-7%	15%	-8%
12	Cc1cccc(NC(=S)Nc2ccc3cn[nH]c3c2)c1	2%	-10%	-8%	i	-13%	-3%	nt	1%
13	Cc1nc2nc(-c3ccccc3)[nH]n2c(=O)c1Cc1ccccc1	6%	-8%	8%	-18%	-4%	-1%	-16%	24%
14	CCOc1ncccc1C(=O)OCC(=O)Nc1ccc(S(=O)(=O)N2CCOCC2)cc1	2%	-19%	-3%	-19%	-19%	0%	-4%	11%
15	Cc1c(O)ccc(C(=O)COc2ccc(F)cc2)c1O	2%	15%	2%	-14%[57.5 µM]	-19%	1%	-10%	-10%
16	COc1ccc(CCC(=O)N2CCN(S(=O)(=O)c3ccc4ccccc4c3)CC2)cc1	16%	6%	-3%	-19%[57.5 µM]	0%	20%	23%	?
17	CC(C)Cc1cc(C(=O)Nc2cccc(O)c2)no1	7%	-2%	-7%	-6%	?	-13%	-12%	?
18	CCOc1cc(/C=C(\C#N)c2nc(-c3cccs3)c(NC(C)=O)s2)ccc1O	?	30%	35%[activator]	-35%	7%	-5%	33%	?
19	COc1ccc2c(c1)[C@H]1[C@H](CO2)[C@H](c2ccccc2)[C@]2(C)C(=O)Nc3cc(C)ccc3C(=O)N12	9%	8%	-7%	i	-22%	-21%	21%	-10%
20	CCOC(=O)c1nnn(-c2nonc2N)c1-c1ccc(OC)cc1	5%	14%	0%	-13%	0%	6%	5%	7%
21	O=C(c1cccc(Cl)c1)N1CCN(Cc2ccc3c(c2)OCO3)CC1	2%	7%	2%	i	0%	-1%	-9%	14%
22	CN1OC[C@@H]2CN(S(=O)(=O)c3cccc(C(F)(F)F)c3)[C@H](c3ccc(-c4cccnc4)cc3)C[C@@H]21	15%	-6%	-14%	-44%[inhibitor]	-24%	0%	16%	2%
23	Cc1c(C(=O)N2CCCCC2)oc2ccc(S(=O)(=O)N3CC(C)CC(C)C3)cc12 (stereo not drawn)	6%	-2%	-7%	-84%[inhibitor][57.5 µM]	-2%	12%	37%	-2%
24	Cc1occc1C(=O)Nc1ccccc1NC(=O)c1ccoc1C	5%	6%	-7%	i	-2%	-9%	41%	-7%
25	COc1ccc2cc3cc(C(=O)N4CCCCC4C)oc3nc2c1 (stereo not drawn)	11%	-6%	1%	-91%[inhibitor]	-4%	-1%	?	19%

Brought forward from above: 3 entries, followed by the next part.
entry	SMILES	EPAC2 ag	EPAC1 agonist	EPAC2 antagonist	PTHR1 ag	EPAC1 antagonist	aSyn yeast inh	FUS yeast rescue	TDP-43 yeast inh
23	Cc1c(C(=O)N2CCCCC2)oc2ccc(S(=O)(=O)N3CC(C)CC(C)C3)cc12 (stereo not drawn)	6%	-2%	-7%	-84%[inhibitor][57.5 µM]	-2%	12%	37%	-2%
24	Cc1occc1C(=O)Nc1ccccc1NC(=O)c1ccoc1C	5%	6%	-7%	i	-2%	-9%	41%	-7%
25	COc1ccc2cc3cc(C(=O)N4CCCCC4C)oc3nc2c1 (stereo not drawn)	11%	-6%	1%	-91%[inhibitor]	-4%	-1%	?	19%
26	O=C(c1cc(Cl)c(=O)n(Cc2ccccc2)c1)N1CCOCC1	9%	2%	6%	i	5%	4%	9%	-11%
27	FC(F)Oc1ccc(NC(=S)NNc2ccnc3cc(Cl)ccc23)cc1	6%	7%	3%	-24%	-8%	-15%	?	-4%[9.22 µM]
28	COC(=O)c1sc(S(=O)(=O)Nc2c(C)nn(C)c2C)c(C(=O)OC)c1C	-3%	-3%	10%	i	3%	1%	-1%	-15%
29	C[C@@H](c1ccccc1)N1C[C@H](COCc2ccccc2)Oc2cc(N3CC[C@H](O)C3)ccc2S1(=O)=O	23%	-4%	?	-13%	-7%	27%	?	0%
30	c1ccc(CNc2nc3ccccc3[nH]2)cc1	5%	6%	3%	i	1%	0%	1%	-6%
31	CCC1(c2ccc(F)cc2)NC(=O)N(CC(=O)Nc2ccc(S(N)(=O)=O)cc2)C1=O (stereo not drawn)	0%	-9%	-4%	-65%[inhibitor]	2%	0%	-24%	0%
32	CC(C)c1ccc(CN2CCC2(C)C(=O)Nc2cnc3ccccc3c2)cc1 (stereo not drawn)	20%	-2%	1%	i	-14%	4%	6%	16%
33	Cc1nc(C(=O)NC2CCOCC2)sc1C1(C)CC(c2cccc([N+](=O)[O-])c2)=NO1 (stereo not drawn)	8%	-24%	-12%	-78%[inhibitor]	-5%	-1%	13%	0%
34	CCOc1ccc(N=Cc2c(O)cc(C)oc2=O)cc1	-3%	-2%	3%	-12%	-29%	3%	-20%	13%
35	O=C(NC(Cc1c[nH]c2ccccc12)C(=O)O)/C(=C/c1ccc2c(c1)OCO2)NC(=O)c1ccccc1 (stereo not drawn)	2%	-14%	2%	-12%	16%	-2%	0%	-8%
36	CC1=Nc2cccc3cccc(c23)N1C	2%	0%	7%	i	-24%	-2%	-9%	-20%
37	COc1ccccc1NC(=O)N(C)C[C@@H]1OCc2ccccc2-c2c(n(C)c3ccccc23)C(=O)N([C@H](C)CO)C[C@@H]1C	6%	-5%	-10%	-32%	19%	0%	?	9%
38	C(#Cc1ccccc1)C[N+]1(CC#Cc2cccc3ccccc23)CCCC1	6%	5%	2%	-34%[inhibitor]	12%	-12%	7%	1%
39	O=S1(=O)CC(N2CC=CC2)CN1C1CCCCC1 (stereo not drawn)	8%	-4%	5%	-24%	5%	0%	-23%	?
40	Clc1ccc(CSc2ncn[nH]2)cc1	7%	-3%	1%	i	3%	6%	-1%	27%
41	O=C(N/N=C/c1ccncc1)c1sc2ccccc2c1Cl	5%	-13%	8%	-62%[inhibitor]	-9%	-1%	-25%	5%
42	CCO[C@H]1OC(C(=O)N2CCCCCCC2)=C[C@@H](C2CCCCC2)[C@@H]1CCCO	4%	-18%	-2%	-7%	-7%	-4%	24%	16%
43	OC(COc1ccc(F)cc1Cl)CN1CCc2ccccc2C1 (stereo not drawn)	-7%	-2%	-3%	-13%	0%	-1%	15%	-17%
44	CC(C)OC(=O)n1c(=S)oc2ccccc21	10%	7%	-3%	-27%	4%	-28%	-1%	?
45	O=C(O)c1ccc(S(=O)(=O)c2ccc3c(c2)C(=O)N(NC(=O)c2cccnc2)C3=O)cc1	7%	-9%	17%	i	-14%	9%	-9%	1%
46	C#CCN1C(=O)C2(OCCO2)c2ccccc21	2%	4%	-10%	i	3%	2%	-22%	14%
47	Cc1cs/c(=N\N=C\c2ccc(O)cc2)n1Cc1ccco1	8%	5%	-21%	-37%	?	0%	nt	-7%
48	CCn1c(/C=N/c2nc3ccccc3n2C)nc2ccccc21	10%	1%	-1%	-8%	-10%	-2%	-4%	0%
49	CC(NC(=O)CSc1nc2sc3c(c2c(=O)n1-c1ccccc1)CCCC3)c1ccccc1 (stereo not drawn)	4%	15%	8%	i	-3%	8%	?	-16%
50	CCOc1ccc(NC(=O)Cn2nnc3c(cnn3-c3ccc(F)cc3)c2=O)cc1	-9%	-5%	0%	i	2%	-6%	4%	-6%

Other results.
entry	SMILES	EPAC2 ag	EPAC1 agonist	EPAC2 antagonist	PTHR1 ag	EPAC1 antagonist	aSyn yeast inh	FUS yeast rescue	TDP-43 yeast inh
51	Nc1cc(=O)[nH]c(SCc2nnnn2-c2ccc(Cl)cc2)n1	0%	-8%	7%	i	8%	-11%	nt	7%
52	O=C(NCCc1cccs1)c1ccc(CS(=O)Cc2ccc(Cl)cc2)o1 (stereo not drawn)	2%	-5%	-6%	-13%	-23%	0%	13%	20%
53	CCC(=O)OC1c2ccccc2C(=O)N1Cc1ccccc1 (stereo not drawn)	-6%	-11%	-14%	-5%	15%	2%	-24%	0%
54	CC(=O)NC(c1ccccc1)c1nc(-c2cccc(C(C)C)c2)cs1 (stereo not drawn)	5%	-6%	-29%	-14%	-10%	10%	17%	?
55	O=C(O)c1ccc(N2C(=O)CC(N3CCN(c4cccc(Cl)c4)CC3)C2=O)cc1 (stereo not drawn)	0%	0%	-11%	-23%	-22%	0%	8%	0%
56	Cc1cc(C)c(S(=O)(=O)N2CCN(CCO)CC2)c(C)c1	6%	-8%	0%	-45%[inhibitor]	-27%	2%	-17%	-1%
57	CCC1(c2ccc(Cl)cc2)NC(=O)N(CC(=O)N2CCN(C(=O)c3ccco3)CC2)C1=O (stereo not drawn)	-2%	-4%	5%	5%	-5%	10%	21%	16%
58	O=C(CCSCCc1ccccn1)Nc1ccc(Br)cn1	0%	3%	0%	-29%	-4%	5%	3%	-2%
59	O=C(O)C(=Cc1ccccc1Cl)c1ccccc1	12%	6%	12%	18%	-7%	1%	-9%	?
60	N#CC1=C(S)N(c2ccc(F)cc2)C2(CCCCC2)NC1=O	-2%	-1%	-12%	i	-10%	-4%	4%	-12%[0.397 µM]
